GPR7 antagonist: antagonists of human GPR7 (neuropeptides B/W receptor 1). GPR7-expressing cells, fluorescence antagonist assay. inhibition, % at 4.4 µM. actives 1.1% (n = 290,000). AID 1861; in the data active means inhibition above about 16%, passing the limit was not always enough;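 further: cells stimulated with the agonist NPW; 0% = agonist with vehicle and 100% = vehicle without agonist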
PHOSPHO1 block: inhibitors of human PHOSPHO1 phosphatase; AID 1565; actives 1.1% (n = 290,000); recombinant PHOSPHO1, absorbance phosphatase assay; Q8TCT1; inhibition, % at 13.3 µM; in the data active means inhibition above about 60%
OXTR ag: activates the human oxytocin receptor. P30559. CHO-OTR cells, Fluo-8 calcium fluorescence; normalized: DMSO 0%, oxytocin 100%. activation, % at 3 µM. actives 0.32% (n = 320,000). AID 2435;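 active means activation above the mean of all tested compounds plus 3 SD, cutoff set per screening run, cut at about 20% in these data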;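 further: peak over basal fluorescence ratio from a 100 s FLIPR kinetic read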
Target sequence (P30559 whole entry, looked up): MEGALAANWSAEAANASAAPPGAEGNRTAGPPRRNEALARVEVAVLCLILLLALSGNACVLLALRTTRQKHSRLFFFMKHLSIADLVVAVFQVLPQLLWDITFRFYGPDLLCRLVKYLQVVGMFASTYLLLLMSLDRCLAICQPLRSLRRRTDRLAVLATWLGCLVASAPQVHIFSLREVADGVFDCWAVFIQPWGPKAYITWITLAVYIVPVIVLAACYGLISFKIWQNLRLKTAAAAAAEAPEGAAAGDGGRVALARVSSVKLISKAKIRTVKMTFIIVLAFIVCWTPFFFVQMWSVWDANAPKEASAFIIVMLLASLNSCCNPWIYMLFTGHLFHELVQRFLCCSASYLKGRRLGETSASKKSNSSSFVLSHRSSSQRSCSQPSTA
PfM18AAP inh: blocks P. falciparum M18 aspartyl aminopeptidase; actives 1.2% (n = 290,000); recombinant PfM18AAP, H-Glu-NHMec fluorogenic cleavage; inhibition, % at 7.35 µM;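 active means inhibition above the campaign mean inhibition over all tested compounds plus 3 SD, cut at about 28% in these data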;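 further: 0% = plate median of test compound wells and 100% = 2 mM ZnCl2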
FID counter: displaces DNA intercalator in HCV helicase counter-screen; DNA fluorescent intercalator displacement, fluorescence; inhibition, % at 7.9 µM; actives 0.17% (n = 290,000); AID 1845; in the data active means inhibition above about 37%;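 further: 0% = vehicle and 100% = reference compound; higher means more ethidium bromide displaced from hairpin DNA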
MEKK2 mut-MEK5: signal of MEK5 binding to mutant human MEKK2 PB1 domain. bead flow cytometry, Alexa488-MEK5 binding to MEKK2 mutant. percent response, % at 10 µM. actives 0.35% (n = 290,000); in the data active means percent response above about 24%, passing the limit was not always enough; further: inactives centre near 1; some results filed as inactive read as strong as hits; reference of the scale not given here
MEKK2wt PB1 HTS: raises or lowers MEK5 binding to wildtype human MEKK2 PB1 domain | Q9Y2U5 | bead flow cytometry, Alexa488-MEK5 binding to MEKK2 WT; actives lie on both sides | binding response (% of control), % at 10 µM | actives 1.1% (n = 290,000) | AID 1531; in the data active means binding response below about 67% or above about 130%
NALP1 inh: blocks the NALP1 inflammasome reconstituted in yeast; S. cerevisiae NALP1/ASC/caspase-1 growth, X-gal OD620, 72 h; inhibition, % at 10 µM; actives 0.61% (n = 280,000); AID 2071; in the data active means inhibition mostly above about 24%, no sharp cut-off; inactive means mostly below about 32%; further: some compounds called inactive have numbers as strong as hits
MEKK3 PB1 HTS: modulators (inhibitors or enhancers) of MEK5 binding to human MEKK3 PB1 domain. Q99759. bead-based flow cytometry, Alexa488-MEK5 binding to MEKK3; actives lie on both sides; 0 = blocked by unlabeled MEK5, 100 = vehicle. binding response (% of control), % at 10 µM. actives 1.4% (n = 290,000);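 active means binding response more than 3 SD above or below the average of its plate-row segment, actives on both sides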;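 further: Alexa488 bead fluorescence after subtracting the streptavidin-only scavenger bead signal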
Target sequence (Q99759 whole entry, looked up, the tested form may be a part): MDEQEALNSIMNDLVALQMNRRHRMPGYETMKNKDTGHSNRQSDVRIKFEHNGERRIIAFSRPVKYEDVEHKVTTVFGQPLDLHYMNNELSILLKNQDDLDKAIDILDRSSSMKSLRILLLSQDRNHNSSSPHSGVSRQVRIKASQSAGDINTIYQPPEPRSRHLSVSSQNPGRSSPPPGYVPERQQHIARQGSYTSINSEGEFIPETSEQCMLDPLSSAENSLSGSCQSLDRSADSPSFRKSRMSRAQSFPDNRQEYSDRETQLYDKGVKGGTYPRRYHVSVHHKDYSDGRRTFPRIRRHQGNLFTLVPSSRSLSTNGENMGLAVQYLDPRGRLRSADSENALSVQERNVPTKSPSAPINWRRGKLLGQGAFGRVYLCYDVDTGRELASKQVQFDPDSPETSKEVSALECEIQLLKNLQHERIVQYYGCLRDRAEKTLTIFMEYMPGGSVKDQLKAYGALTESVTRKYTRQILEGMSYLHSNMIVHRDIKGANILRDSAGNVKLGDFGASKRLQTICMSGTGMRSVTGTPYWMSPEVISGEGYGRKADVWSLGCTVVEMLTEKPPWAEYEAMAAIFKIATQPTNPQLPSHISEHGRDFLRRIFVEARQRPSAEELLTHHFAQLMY
The depositor's hits bear a star; . = no result given; [ ] = dose if it differs, or a comment.

SMILES	GPR7 antagonist	PHOSPHO1 block	OXTR ag	PfM18AAP inh	FID counter	MEKK2 mut-MEK5	MEKK2wt PB1 HTS	NALP1 inh	MEKK3 PB1 HTS
O=C(Cn1cnc2ccccc2c1=O)Nc1nc2ccccc2s1	-5.2	-18.7	0.8	-0.6	2.8	0.0	118.0	1.2	122.0
CNC(=O)COC(=O)CNC(=O)c1cc(Cl)cc([N+](=O)[O-])c1	-11.8	-13.7	0.2	-1.5	5.5	-2.0	115.0	-3.6	127.0
CC1CCN(CC(O)COC2CCC(C(C)(C)C)CC2)CC1 (stereo unspecified)	-8.0	-7.7	3.8	-8.9	27.7	2.0	105.0	42.2	99.0
Nc1nc(NCc2ccccc2)nc(Nc2ccc(F)cc2)c1[N+](=O)[O-]	-0.9	-5.9	1.6	-11.2	2.1	-18.0	83.0	-45.0	74.0
Cc1cc(C(=O)CN2C(=O)c3ccccc3C2=O)c(C)n1Cc1cccs1	4.3	-5.8	0.4	1.1	-6.0	2.0	96.0	1.8	104.0
COc1cccc(OCC(=O)N(C)Cc2nc(-c3ccccc3)no2)c1	3.1	30.5	1.3	-9.2	-25.0	-3.0	98.0	19.2	98.0
CCOc1ccccc1C1C(C(=O)Nc2ccc(OC)cc2)=C(C)Nc2nc(CCCO)nn21 (stereo unspecified)	-13.2	-19.5	0.6	1.5	-12.8	0.0	93.0	-58.9	95.0
CCN(CC)S(=O)(=O)c1ccc(C(=O)NCc2cccs2)cc1	3.8	-45.7	0.4	-16.1	-7.0	1.0	97.0	-3.7	100.0
COc1ccc(Cl)cc1N(CC(=O)NCC(C)C)S(=O)(=O)c1ccc(C)c([N+](=O)[O-])c1	-3.6	-32.0	-1.9	0.2	-3.9	-1.0	101.0	15.0	115.0
O=C(Cc1ccccc1[N+](=O)[O-])NCCC1=CCCCC1	-11.8	48.4	-2.4	-11.5	-2.3	-1.0	97.0	-1.4	101.0
Cc1[nH]c2ccccc2c1N=Nc1ccccc1C(=O)O	-3.8	-1.5	-0.1	1.3	-23.0	-1.0	95.0	4.0	100.0
COC(=O)c1cc2c(ccn2-c2ccc(F)cc2)n1C(C)C	7.2	44.8	-0.7	6.0	-5.3	-5.0	92.0	13.9	98.0
Clc1ccccc1SCc1nc2ccccc2[nH]1	-15.1	-7.7	0.2	0.2	-1.6	-4.0	99.0	44.9	94.0
CC1Cc2cc(C(=O)O)ccc2O1 (stereo unspecified)	-9.7	-15.6	0.1	5.2	2.4	6.0	104.0	10.1	101.0
N#CC1=C(N)C(C#N)(C#N)[C@H](c2cccnc2)[C@H]2CN(C(=O)OCc3ccccc3)CC=C12	3.5	2.3	-1.1	2.1	-26.0	-2.0	99.0	8.8	99.0
O=C(COc1ccc([N+](=O)[O-])cc1)NNC(=S)NC(=O)c1ccc(Br)cc1	-8.7	39.7	-0.1	16.3	11.2	-2.0	99.0	1.3	112.0
O=C(O)c1ccccc1Cc1nc2cc(Cl)ccc2c(=O)[nH]1	-13.0	4.1	-1.2	4.8	-8.7	0.0	101.0	-44.6	101.0
C/C(=N\Nc1cccc(C(=O)O)c1)c1ccc(Cl)s1	-16.1	-6.7	4.9	40.7*	-16.5	-1.0	93.0	10.2	96.0
CC(C)c1ccc(C(=O)OC2CCOC2=O)cc1 (stereo unspecified)	-10.7	39.9	-0.9	0.3	-35.3	8.0	99.0	-1.4	101.0
COc1ccc(Br)cc1C(=O)Nc1cccc(NC(=O)c2ccco2)c1	-15.6	-2.2	-0.3	2.9	-14.0	1.0	101.0	5.0	100.0
CCN1C(=O)/C(=C\N2CCCc3ccccc32)SC1=S	1.8	15.2	-0.9	-6.3	1.6	-5.0	90.0	12.0	100.0
CC(=O)NC(Nc1c(C)n(C)n(-c2ccccc2)c1=O)C(Cl)(Cl)Cl (stereo unspecified)	-15.1	-15.6	-0.5	-2.7	5.0	7.0	100.0	-11.8	105.0
COc1ccc(OC)c(S(=O)(=O)N2CCN(c3ccccc3OC)CC2)c1	-7.9	29.9	0.5	-2.7	-29.7	-2.0	99.0	5.5	95.0
COc1ccc(C(CNCC(=O)Nc2ccccc2F)N(C)C)cc1 (stereo unspecified)	0.1	35.6	-0.3	-1.2	5.8	1.0	107.0	4.3	96.0
CCc1ccc2c(c1)CCCN2C(=O)c1ccccc1C(=O)O	0.2	-34.4	1.3	0.8	5.0	-4.0	93.0	-3.3	91.0
COc1ccc(OC)c(CCNC(=O)Cn2sc3nc(C)cc(C)c3c2=O)c1	16.3*	26.6	16.7	51.2*	-19.7	18.0	123.0	-6.1	111.0
Cn1c(CCCOc2ccc(Cl)cc2Cl)n[nH]c1=S	1.4	-17.4	0.9	13.8	-5.0	-10.0	88.0	-5.4	98.0
COc1ccc(C2CC(=O)Nc3cc(C)c(C)cc32)c(OC)c1OC (stereo unspecified)	-2.8	13.5	-1.5	-1.1	-36.9	-35.0	-2.0*[inhibitor]	-7.4	0.0*[inhibitor]
O=C(COc1cccnc1[N+](=O)[O-])NCc1ccc(F)cc1	4.5	24.1	-0.3	-0.3	-3.1	3.0	101.0	-3.9	100.0
CCc1nn(C(C)C(=O)NCCN2CCN(c3cccc(C)c3C)CC2)c(=O)c2cc3occc3n12 (stereo unspecified)	5.7	-27.6	0.5	-3.0	3.8	-2.0	97.0	35.6	87.0
Cc1ccc(NC(=O)Cn2c(=O)c(C)nc3ccccc32)cc1	0.4	41.8	1.0	-0.4	-4.1	3.0	101.0	15.2	102.0
CCc1ccc(OC(=O)CN2C(=O)c3ccccc3C2=O)cc1	0.6	25.3	1.6	-10.3	-12.1	0.0	102.0	23.2	102.0
O=C(NNC1=NCCC1)c1cccc(S(=O)(=O)N2CCCC2)c1	-1.6	7.9	0.2	2.2	-1.9	-1.0	95.0	16.4	97.0
COc1ccccc1-n1cc(-c2ccc(Br)cc2)[nH]c1=S	6.0	-56.5	-0.6	6.7	-20.8	1.0	99.0	-43.4	101.0
Cc1nc2n[nH]c(N)c2c2c1CCCC2	-12.1	24.0	-0.6	-18.5	2.5	-1.0	101.0	25.0	102.0
CC(=O)C1C(c2ccc(C)cc2)c2c(noc2C)CC1(C)O (stereo unspecified)	-1.0	20.7	-1.1	-3.7	-14.6	-15.0	65.0	8.0	69.0

Entries listed so far that have bromine:
SMILES	GPR7 antagonist	PHOSPHO1 block	OXTR ag	PfM18AAP inh	FID counter	MEKK2 mut-MEK5	MEKK2wt PB1 HTS	NALP1 inh	MEKK3 PB1 HTS
O=C(COc1ccc([N+](=O)[O-])cc1)NNC(=S)NC(=O)c1ccc(Br)cc1	-8.7	39.7	-0.1	16.3	11.2	-2.0	99.0	1.3	112.0
COc1ccc(Br)cc1C(=O)Nc1cccc(NC(=O)c2ccco2)c1	-15.6	-2.2	-0.3	2.9	-14.0	1.0	101.0	5.0	100.0
COc1ccccc1-n1cc(-c2ccc(Br)cc2)[nH]c1=S	6.0	-56.5	-0.6	6.7	-20.8	1.0	99.0	-43.4	101.0

Next results follow:
SMILES	GPR7 antagonist	PHOSPHO1 block	OXTR ag	PfM18AAP inh	FID counter	MEKK2 mut-MEK5	MEKK2wt PB1 HTS	NALP1 inh	MEKK3 PB1 HTS
COC(=O)c1ccc2c(=O)n(Cc3ccco3)c(SCC(=O)Nc3ccccc3Cl)nc2c1	-5.7	9.1	1.1	2.3	-0.6	1.0	99.0	9.2	102.0
CCC(C)NC(=O)CC(c1ccc(OC)cc1)n1cccc1 (stereo unspecified)	-4.3	-0.4	-1.4	-3.2	-4.3	-5.0	93.0	8.9	95.0
CN(Cc1ccccc1)S(=O)(=O)c1ccc(OCC(=O)NCc2cccnc2)cc1	0.9	22.4	5.9	3.0	-33.0	10.0	93.0	3.1	100.0
c1ccc(-c2csc3ncn4nnnc4c23)cc1	1.9	21.6	0.2	11.1	-1.5	4.0	108.0	30.7	116.0
N#Cc1ccc(CSc2nnc(COc3ccccc3)n2-c2ccccc2)cc1	13.5	30.0	0.2	-4.7	-30.9	3.0	99.0	-14.0	100.0
Cc1cccc(C(=O)NN2S(=O)(=O)c3ccccc3S2(=O)=O)c1	-6.0	-8.2	0.5	11.5	0.3	-4.0	98.0	-12.1	95.0
CCOC(CCn1c(SCc2ccc([N+](=O)[O-])cc2)nc2ccccc2c1=O)OCC	0.1	0.7	0.0	-0.7	-4.0	-2.0	103.0	10.7	101.0
Cn1nc(C(=O)NCCc2ccc(S(N)(=O)=O)cc2)c2ccccc2c1=O	-11.6	46.5	-0.7	-0.2	-4.6	0.0	98.0	6.8	100.0
Cn1nnnc1NCc1cccc(Cl)c1Cl	-10.7	37.8	0.0	-1.3	-1.7	-5.0	95.0	4.6	98.0
O=C(CSc1nc2ccccc2s1)NCCOc1ccccc1	4.3	-1.3	-1.2	0.1	-13.1	8.0	99.0	39.0	96.0
CCOc1ccc(N(CC(=O)NC(C)(C)C)C(=O)c2ccco2)cc1	3.6	10.6	-1.4	0.8	-11.5	-1.0	95.0	24.8	99.0
CCNC(=S)N1CCN(c2nc(-c3cccc(OC)c3)cs2)CC1	-2.6	.	6.1	0.2	-23.8	3.0	100.0	-8.5	100.0
CC(C)CNCC1OCc2ccccc2CO1	0.8	8.1	0.1	-2.1	-1.2	-12.0	103.0	.	98.0
CCOC(=O)C1C(c2ccc(C(=O)O)cc2)NC(=O)NC1(O)C(F)(F)F (stereo unspecified)	-6.6	-19.4	0.9	-0.1	-1.7	0.0	100.0	20.7	101.0
COc1ccc(CCC(=O)Nc2cccc(S(=O)(=O)N(C)C)c2)cc1OC	1.2	-7.8	3.5	0.9	2.4	-2.0	94.0	12.8	98.0
COc1ccc(NC(=O)CSc2nnc(-c3cccnc3)n2Cc2ccco2)c(OC)c1	-2.9	3.6	.	-1.6	-19.2	13.0	101.0	13.4	106.0
CC(=O)OC(C)(C)C#CCN1CCCC1	6.4	6.3	0.6	-13.4	-1.8	-10.0	87.0	17.9	90.0
O=C(CCN1CCCCC1)NNC(=S)NC(=O)c1ccc(Br)cc1	0.7	20.5	0.6	9.1	0.9	1.0	99.0	4.3	102.0
Cc1cc(N2C(=O)C3C4CC(C(Br)C4Br)C3C2=O)no1 (stereo unspecified)	-2.2	6.9	0.9	-3.4	-2.5	-3.0	94.0	17.9	92.0
CCOc1ccc2[nH]c(=O)c(CN(Cc3ccc(C)cc3)C(=O)N3CCCC3)cc2c1	10.1	15.2	0.7	-4.8	-6.0	1.0	98.0	14.2	105.0
COCCCNC(=O)CN(Cc1ccccc1)S(=O)(=O)c1ccccc1	-11.7	19.2	-0.4	0.3	-13.0	27.0*	108.0	-5.7	103.0
CCOC(=O)C(CCC(=O)O)(CCC(C)C)c1csc(N)n1 (stereo unspecified)	-1.1	6.4	0.0	9.9	-7.3	-2.0	90.0	8.3	92.0
COc1ccc2[nH]c(=O)c(CN(CC3CCCO3)C(=S)Nc3ccc(C)cc3)cc2c1 (stereo unspecified)	-8.1	-3.4	-1.8	-4.0	-16.0	0.0	106.0	-1.8	123.0
CC(=O)NC(CSc1cc(C)nc2ccc(Br)cc12)C(=O)O (stereo unspecified)	-7.1	-53.2	-0.8	-6.5	-8.0	-18.0	85.0	25.3	87.0
COc1cccc(-c2ncc3ccccn23)c1	-13.5	1.7	-2.8	4.4	3.6	5.0	103.0	3.7	96.0
O=C(CN1C(=O)NC2NC(=O)NC21)NN=C1CCCC1 (stereo unspecified)	-8.9	3.0	0.9	0.8	-3.0	0.0	109.0	20.8	150.0*
CCOC(=O)N1CCN(C(=O)c2cccc(NC(=O)c3ccco3)c2)CC1	-6.4	-14.2	-0.1	-1.4	-7.4	4.0	102.0	-8.7	107.0

Compound activity as filed in PubChem.

Not a hit list; any-hit rate near 6.2%.
